Assay outcomes as filed in PubChem.
ST2 IL33 inh: inhibitors of human ST2 (IL1RL1) binding to IL-33, primary screen, biochemical, AlphaLISA. Interleukin-1 receptor-like 1 (Homo sapiens), Q01638. AlphaLISA ST2-Fc/biotin-IL-33 interaction, 1 h. inhibition, % for hits at 17 µM. 78,000 compounds, 2.3% hits. AID 1259354, 2018; in the data active = inhibition above about 30%; inconclusive = mostly about 10% to 28%
Target sequence (Q01638 whole entry, looked up): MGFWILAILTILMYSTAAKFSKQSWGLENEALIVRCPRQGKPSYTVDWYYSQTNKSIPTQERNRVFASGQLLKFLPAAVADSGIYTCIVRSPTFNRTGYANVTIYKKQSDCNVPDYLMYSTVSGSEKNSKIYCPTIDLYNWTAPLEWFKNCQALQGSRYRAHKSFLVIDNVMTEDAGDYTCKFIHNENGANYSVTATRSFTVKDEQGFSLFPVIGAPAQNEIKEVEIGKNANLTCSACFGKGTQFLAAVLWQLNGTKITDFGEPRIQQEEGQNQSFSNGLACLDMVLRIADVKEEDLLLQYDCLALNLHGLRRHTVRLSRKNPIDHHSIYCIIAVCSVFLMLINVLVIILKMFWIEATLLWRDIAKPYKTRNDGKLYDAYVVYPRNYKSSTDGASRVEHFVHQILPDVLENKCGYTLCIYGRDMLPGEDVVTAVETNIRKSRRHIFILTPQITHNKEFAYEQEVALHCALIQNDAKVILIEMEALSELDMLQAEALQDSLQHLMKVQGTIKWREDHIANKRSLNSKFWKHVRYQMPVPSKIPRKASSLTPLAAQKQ
* = called active by the depositor; i = inactive; ? = inconclusive. An excerpt; rates above refer to the full screens.

| SMILES | ST2 IL33 inh |
| --- | --- |
| COc1ccccc1-n1c(SCC(=O)NCc2ccco2)nc2c(c1=O)SCC2 | i |
| Cn1c2ccccc2c2nc3ccccc3nc21 | ? |
| CC1CCCC(N(C)C(=O)C2CCC(CNS(=O)(=O)c3cccc4nsnc34)CC2)C1C (stereo not given) | i |
| COc1ccc(Nc2ncnc3c2cnn3-c2ccc(Cl)cc2)cc1OC | ? |
| CCCSc1nnc2c(n1)OC(c1ccco1)Nc1ccc(Br)cc1-2 (stereo not given) | i |
| Cc1cc(C)cc(NC(=O)c2ccc(Br)cc2)c1 | i |
| CNC(=O)C(C)N(C)C(=O)Cc1sc(C)nc1C (stereo not given) | i |
| COc1ccc(-c2cc(=O)c3ccccc3o2)cc1OC | i |
| O=C(c1cc2ncccn2n1)N1CCC(N2CCCC(C(=O)N3CCCC3)C2)CC1 (stereo not given) | ? |
| O=C(NC1CCCCC1)c1cc(-c2cccs2)on1 | i |
| Cc1ccccc1CN1CCN(CC(=O)NCc2ccccc2)S1(=O)=O | i |
| O=C(O)c1c(S(=O)(=O)N2CCc3ccccc3C2)sc2c1CCNC2 | i |
| Cc1cc2cc(C(=O)NCCNc3cccnc3)ccc2o1 | ? |
| CCOc1cc2oc(=O)cc(-c3ccccc3)c2cc1Cl | ? |
| CCN1CCN(c2nc3c(c(=O)[nH]c(=O)n3C)n2CCSc2nc3ccccc3o2)CC1 | i |
| CCOC(=O)C1=C(Nc2ccccc2)CC(C)(O)C(C(=O)OCC)C1c1ccc(C)cc1 (stereo not given) | i |
| c1ccc(C2Oc3ccccc3C3CC(c4cccs4)=NN32)cc1 (stereo not given) | 34.0%* |
| CC(C)n1c2ccccc2c2nnc(SCC(=O)Nc3ccc(Cl)cn3)nc21 | ? |
| CCOc1ccc(C(=O)Oc2cccc3cccnc23)cc1 | i |
| COc1cc(/C=C2\C(=O)N(c3ccc(Cl)c(C(=O)O)c3)N=C2C)cc(Br)c1O | 75.0%* |
| O=C(COc1cc(Cl)ccc1Cl)Nc1ccccc1F | i |
| CCc1nnc(NC(=O)c2sc3cc(C)ccc3c2Cl)s1 | i |
| COc1cc(C2SCC(=O)N2Cc2ccccc2)cc(OC)c1OC (stereo not given) | i |
| COC(=O)C1=C(C)N=C2SC(C)C(=O)N2C1c1ccc(OC)c(OC)c1 (stereo not given) | i |
| CN(Cc1cccs1)C(=O)C1(c2ccccc2F)CC1 | ? |
| Cc1ccc(N2C(=O)S/C(=C\c3ccc4c(c3)OCO4)C2=O)cc1 | i |
| Cc1nccn1-c1nc(-c2ccc(Cl)cc2)cc(C(F)(F)F)n1 | i |
| Cc1cc([N+](=O)[O-])nn1CCCC(=O)Nc1cc(Br)ccc1O | i |
| O=C(NCCCN1CCCC1)c1cc(Sc2ccc(F)cc2)nc2ccccc12 | i |
| COc1cc([N+](=O)[O-])ccc1-c1ccc(/C=C(\C#N)c2nc3ccccc3[nH]2)o1 | ? |
| Oc1oc(-c2ccc(Cl)cc2)nc1C=Nc1ccc(Cl)cc1Cl | ? |
| COc1ccccc1NC(=O)c1cc(=O)c2ccccc2o1 | i |
| COc1ccc(C(=O)Nc2ccc(C(=O)O)cc2)cc1 | i |
| COC(=O)c1c(NC(=O)COc2ccc(F)cc2)sc(C)c1C | i |
| COc1ccc(Nc2ncnc3c2cnn3-c2ccc(C)cc2C)c(OC)c1 | i |
| O=C(CSc1ncccn1)NC1CCCCC1 | i |
| Cc1nc2c(c(NCc3cc(CC(C)C)on3)n1)CNC2 | i |
| O=C(/C=C(/c1ccccc1)N1CCOCC1)c1ccc([N+](=O)[O-])cc1 | 39.0%* |
| O=C(CCn1ccccc1=O)N1CCOC(C(F)(F)F)C1 (stereo not given) | ? |
| O=c1[nH]c2ccccc2cc1CN1CCNC(c2ccccc2)C1 (stereo not given) | i |
| Brc1ccc(CSc2nnc3c(n2)[nH]c2ccccc23)cc1 | i |
| Cc1cc(NCc2cccnc2)c2ccc(Cl)cc2n1 | i |
| NS(=O)(=O)c1ccc(F)cc1 | i |
| C#CCNC(=O)C[C@@H]1C[C@@H](C(C)C)[C@H](CO)C=C1C | i |
| COc1ccc(CN(C)C(=O)c2cc3n(n2)CCCNC3)c2cccnc12 | i |
| COc1ccc(OC)c(C2C(C#N)=C(N)Oc3cc(O)ccc32)c1 (stereo not given) | i |
| O=C1CC(N2CCN(c3ccccc3)CC2)C(=O)N1c1ccc(Cl)c(Cl)c1 (stereo not given) | ? |
| O=S(=O)(c1cccnc1)N1CCOC(CCCc2ccccc2)C1 (stereo not given) | i |
| Cc1n[nH]c(C)c1CCC(=O)N1CCc2c(nc(N(C)C)[nH]c2=O)C1 | i |
| COc1ccc(C2CC(=O)Nc3cc(C)c(C)cc32)c(OC)c1OC (stereo not given) | i |
| COc1ccc(Cl)cc1NC(=O)CCC1CCCN(C(=O)CC2=CCCCC2)C1 (stereo not given) | i |
| O=C(O)C[C@@H]1CCN(C(=O)c2ccccc2)C[C@@H]1CCN1CCN(c2cccc(C(F)(F)F)c2)CC1 | i |
| CO[C@@H](C(=O)Nc1cc2c(C)cc(=O)oc2cc1C)c1ccccc1 | ? |
| CCOc1ccc2nc(Cl)c(C3CC(c4ccccc4)=NN3C(=O)CCC(=O)O)cc2c1 (stereo not given) | ? |
| Cc1ccc(F)cc1-n1c(CCCN2CCOCC2)n[nH]c1=O | i |
| COc1cccc(-n2cc(-c3cc4ccccc4oc3=O)[nH]c2=O)c1 | i |
| COc1ccccc1C1CC(c2ccccc2)=NN1S(=O)(=O)c1ccccc1 (stereo not given) | i |
| O=C(c1ccsc1)N1CCN(C(=O)c2cccs2)CC1 | ? |
| COc1cc2c(c(OC)c1OC)C(c1ccc3c(c1)nnn3C)CC(=O)N2 (stereo not given) | i |
| CCC(CC)C(=O)Nc1ccc(C)c(OCc2cc(=O)n3cccc(C)c3n2)c1 | ? |

Additional compounds
| SMILES | ST2 IL33 inh |
| --- | --- |
| CCn1cc(C(=O)N2CC(C)CC(C)C2)c(=O)c2cc(S(=O)(=O)N3CCOCC3)ccc21 (stereo not given) | i |
| Cn1ccnc1-c1ccc(Oc2ccc(CN3CCCC3)cc2)nn1 | i |
| Cc1ccc(CNC(=O)c2cc(-c3ccc(Br)s3)nc3ccccc23)o1 | ? |
| CC(NCc1ccccc1)C1COc2ccccc2O1 (stereo not given) | i |
| CC1=CC[C@@H]2CN(C(=O)c3ccccc3N3CCOCC3)C[C@@H]2C1 | ? |
| COCC(=O)NC[C@H]1O[C@@H](CO)[C@@H](O)[C@H]1N1CCCC1 | i |
| Cc1cccc(Oc2nc3c(c(=O)n(Cc4ccccc4F)c(=O)n3C)n2C)c1 | ? |
| CCCC(=O)N1c2ccccc2NC2=C(C(=O)CCC2)C1c1ccc(N(C)C)cc1 (stereo not given) | i |
| CCOC(=O)C1CCCN(Cc2nc(N)nc(Nc3ccc(OC)cc3)n2)C1 (stereo not given) | i |
| CCCS(=O)(=O)N1CCCC(C(=O)NCCCOC(C)C)C1 (stereo not given) | ? |
| O=C(Nc1ccc(Br)cc1)c1cccc(Cl)c1Cl | i |
| CC(=O)c1cc(CN2CCOC(CCCc3ccccc3)C2)cs1 (stereo not given) | i |
| COCC(=O)N1CCN(C(=O)c2cccnc2)C[C@@H]1C(=O)N[C@H](C)C(=O)OC | i |
| Cc1cc(C)n(CCC(=O)N(C)Cc2cc(C(C)(C)C)n[nH]2)c(=O)n1 | i |
| CN(Cc1ccccc1)C(=O)CN(c1cccc(Cl)c1Cl)S(=O)(=O)c1ccccc1 | i |
| Cc1ccc(NC(=O)C2(S(=O)(=O)c3ccc(Cl)cc3)CC2)c(Cl)c1 | i |
| COc1cc(Cl)c(C)cc1NC(=O)c1ccc(F)cc1 | i |
| OC(COc1ccc(Cl)cc1)CN1CCN(c2ccccc2)CC1 (stereo not given) | i |
| CCCc1cncnc1N1CCN(Cc2cccn2-c2ncccn2)CC1 | ? |
| COc1cc(C(=O)N2CCN(Cc3ccccc3F)CC2)cc(OC)c1OC | i |
| O=C(NC1CC1)c1ccc2c(c1)N(Cc1ccccc1F)C(=O)CS2 | i |
| Cc1c(NC(=O)c2cc(-c3ccccc3O)on2)c(=O)n(-c2ccccc2)n1C | i |
| CS(=O)(=O)NC1CCCCCCC1 | i |
| COc1ccc2cc(S(=O)(=O)N3CCN(C)CC3)ccc2c1 | i |
| N#CC1(C#N)C(c2ccco2)NC23CCCCC2C1(C#N)C(=O)N3 (stereo not given) | i |
| Cc1ccc(Nc2nnc(Cc3ccc(Cl)cc3)c(=O)[nH]2)c(C)c1 | i |
| Cc1cc(CNc2ccc(-c3nc(-c4ccccc4F)no3)cn2)no1 | ? |
| O=C(Nc1ccc(-c2ccc(O)cc2)cc1)c1ccccc1 | i |
| Cc1c(C(=O)O)sc2ncnc(N3CCCCC3C)c12 (stereo not given) | i |
| CC(=O)Nc1ccc(N=Cc2cc(Br)cc(Cl)c2O)cc1 | i |
| Cc1cc2nnc(SCC(=O)NCc3ccc4c(c3)OCO4)n2c2ccccc12 | i |
| Cc1cccc(N(CC(=O)NCc2n[nH]c3c2CCC3)S(C)(=O)=O)c1 | i |
| COc1ccc2cc3cc(C(=O)N4CCN(C5CCCCC5)CC4)oc3nc2c1 | i |
| O=c1[nH]c2ccccc2n1C1=CCN(c2nccc(N3CCC(O)C3)n2)CC1 (stereo not given) | i |
| CSc1nc2ccc(NC(=O)CN3C(=O)c4ccccc4C3=O)cc2s1 | i |
| CCOC(=O)c1oc2ccccc2c1NC(=O)COc1ccc(F)cc1 | i |
| COc1cc(CN2CCN(Cc3ccccc3)CC2)cc(OC)c1OC | i |
| Cc1ccc(-n2c(SCC(=O)Nc3cccc(Cl)c3)nc3c(c2=O)SCC3)cc1 | 31.0%* |
| COc1cc(NC(=O)C2CC2)c(C(=O)O)cc1OC | i |
| CCc1ccc(N=Cc2c(O)n(-c3ccccc3OC)c(=O)c3ccccc23)cc1 | ? |
| COc1ccc(OC)c(CNC(=O)c2ccccc2NC(=O)c2nsc3ccccc23)c1 | i |
| CCc1cc2c(=O)c(-c3nc4ccccc4s3)coc2c(CN(CC)CC)c1O | i |
| COc1cc2c(=O)n(Cc3ccccc3)c(=O)n(CC(=O)C(C)(C)C)c2cc1OC | i |
| CN(CCC1CCOCC1)c1nncc(-c2cc3ccccc3o2)n1 | i |
| COc1cccc(CC2=NOC(C(=O)N3CCC(Oc4ccccc4OC)CC3)C2)c1 (stereo not given) | i |
| CCNC(=O)c1ccccc1-c1cccc2cnccc12 | i |
| CN(C)CCCO[C@@H]1[C@H]2OC(C)(C)O[C@H]2O[C@@H]1[C@H](O)CO | i |
| CC(C)C(Cn1ccnc1)NC(=O)c1ccccc1N1CCOCC1 (stereo not given) | i |
| Cc1ccc(NC(=O)CC(=O)N2CCCC2c2c(C)noc2C)c(C)c1 (stereo not given) | i |
| CC1CCN(CC(=O)N2CCCc3c2c(=O)oc2ccc(O)cc32)CC1 | ? |
| Clc1ccccc1N1CCN(Cc2ccoc2)CC1 | ? |
| O=C(Nc1nc(-c2cc3ccccc3oc2=O)cs1)c1c(F)cccc1F | i |
| CC1(C)CC(CCNC(=O)C2(N)CC2)(c2ccccc2)CCO1 (stereo not given) | ? |
| CC1=Nc2ccccc2C1=Cc1nc(-c2ccc([N+](=O)[O-])cc2)oc1O | ? |
| CCN(Cc1ccccc1)C(=O)c1cc2c(=O)n3ccccc3nc2n1C | i |
| O=C(c1ccccc1-c1ncc[nH]1)N1C[C@@H]2C3CCC(CC3)[C@@H]2C1 | i |
| COc1cc(/C=C/c2nc3ccccc3c(=O)n2CCO)ccc1O | i |
| Cc1ccc(-c2[nH]ncc2CN2CCN(c3ccccn3)CC2)cc1C | ? |
| CC1=C(C(=O)Nc2cc(C)ccn2)C(c2ccsc2)C2=C(CC(C)(C)CC2=O)N1 (stereo not given) | i |
| Cc1ccc2[nH]nc(C(=O)N3CCCC4(C3)C(=O)N(C)c3ccccc34)c2c1 (stereo not given) | i |

Going on with the list.
| SMILES | ST2 IL33 inh |
| --- | --- |
| C#CCOc1c(I)cc(C=O)cc1OCC | i |
| COc1ccc(CNC(C)c2cnn(-c3ccc(F)cc3F)c2C)c(F)c1 (stereo not given) | i |
| COc1ccc(C(=O)O/N=C(/N)c2cccnc2)c(OC)c1 | i |
| CN(C)CC1(O)CCCN(C(=O)c2ccc(-n3cnnn3)cc2)CC1 (stereo not given) | i |
| CN1CCN(C(=O)CN2C(=O)C3CCCCN3c3ccc(C(=O)N(C)C)cc32)CC1 (stereo not given) | i |
| COc1ccc(CC(=O)NCC2CCCN(Cc3cc(OC)cc(OC)c3)C2)cc1 (stereo not given) | i |
| CC(C)Cn1cc(C(=O)N2CCN(Cc3ccccc3)CC2)c2c3ccccc3n(C)c2c1=O | i |
| Cc1c(N=Cc2ccccc2Cl)c(=O)n(-c2ccccc2)n1C | ? |
| Cc1cccc(NC(=O)CCS(=O)(=O)c2ccccc2)c1 | ? |
| CN(CCCNC(=O)c1cccn1-c1nnc(N2CCCCC2)s1)C1CCCCC1 | ? |
| Cc1ccc(S(=O)(=O)Nc2cccc(Cl)c2)cc1 | i |
| CCC(=O)N1CCc2cc(Br)cc(S(=O)(=O)NCCN(C)C)c21 | i |

Entries shown so far that contain a thiophene ring, fused or not:
| SMILES | ST2 IL33 inh |
| --- | --- |
| O=C(NC1CCCCC1)c1cc(-c2cccs2)on1 | i |
| O=C(O)c1c(S(=O)(=O)N2CCc3ccccc3C2)sc2c1CCNC2 | i |
| c1ccc(C2Oc3ccccc3C3CC(c4cccs4)=NN32)cc1 (stereo not given) | 34.0%* |
| CCc1nnc(NC(=O)c2sc3cc(C)ccc3c2Cl)s1 | i |
| CN(Cc1cccs1)C(=O)C1(c2ccccc2F)CC1 | ? |
| COC(=O)c1c(NC(=O)COc2ccc(F)cc2)sc(C)c1C | i |
| O=C(c1ccsc1)N1CCN(C(=O)c2cccs2)CC1 | ? |
| Cc1ccc(CNC(=O)c2cc(-c3ccc(Br)s3)nc3ccccc23)o1 | ? |
| CC(=O)c1cc(CN2CCOC(CCCc3ccccc3)C2)cs1 (stereo not given) | i |
| Cc1c(C(=O)O)sc2ncnc(N3CCCCC3C)c12 (stereo not given) | i |
| CC1=C(C(=O)Nc2cc(C)ccn2)C(c2ccsc2)C2=C(CC(C)(C)CC2=O)N1 (stereo not given) | i |
